Bioassay records deposited in PubChem by National Center for Advancing Translational Sciences (NCATS).
RORgamma inh: qHTS for inhibitors of ROR gamma transcriptional activity; Nuclear receptor ROR-gamma (Mus musculus), P51450; Drosophila S2 Gal4-RORgamma UAS-luciferase reporter, 20 h; Potency, µM (titrated, usually from 53.6 µM), for inactives: at the top dose activity change, negative = inhibition, actives largely listed as inhibitors; 310,000 compounds, 5.4% hits; AID 2551, 2010; also: potency is read from the fitted curve at half-maximal effect; % is scaled to controls: 0 for no effect and ±100 for the full control effect; nearly all actives have a fitted effect of over 60% in size
Target sequence (P51450 whole entry, looked up, the tested form may be a part): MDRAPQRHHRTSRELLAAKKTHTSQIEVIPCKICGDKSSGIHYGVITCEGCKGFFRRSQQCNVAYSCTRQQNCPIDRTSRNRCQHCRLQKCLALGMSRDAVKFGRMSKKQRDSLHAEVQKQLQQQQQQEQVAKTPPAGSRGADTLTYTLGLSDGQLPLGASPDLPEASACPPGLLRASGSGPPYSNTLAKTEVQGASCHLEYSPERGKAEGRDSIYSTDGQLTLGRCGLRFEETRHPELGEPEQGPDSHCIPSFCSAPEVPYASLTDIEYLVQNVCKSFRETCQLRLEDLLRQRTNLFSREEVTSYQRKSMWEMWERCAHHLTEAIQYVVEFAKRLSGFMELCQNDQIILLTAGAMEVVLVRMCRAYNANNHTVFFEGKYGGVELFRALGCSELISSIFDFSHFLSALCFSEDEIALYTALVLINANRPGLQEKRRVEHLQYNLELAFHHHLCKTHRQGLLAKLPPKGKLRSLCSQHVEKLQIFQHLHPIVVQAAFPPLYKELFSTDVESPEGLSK
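Luminescence from a UAS-regulated Photinus luciferase reporter in stably transfected Drosophila Schneider cells is measured; decreased signal marks ROR gamma inhibition. Fusion expression is induced by 700 uM copper sulfate for 20 hr.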
Giardia kill: Small Molecules that selectively kill Giardia lamblia: qHTS | 340,000 compounds, 0.15% hits | activity change, % at 7.66 µM, hits read low | Giardia lamblia trophozoite viability | AID 540267, 2011; in the data active = activity change below about -80%; inconclusive = between about -30% and that limit;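 also: parasites exposed to compound for two days anaerobically before the ATP read; % is scaled to controls: 0 for no effect and ±100 for the full control effect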
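ATP-content bioluminescence gauges trophozoite survival. Cells (100/well) receive compound and incubate anaerobically for 48 hrs at 37 deg C; detection reagent follows for 15-30 min at room temperature.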
Gal4-VP16 FLuc: VP16 counterscreen qHTS for inhibitors of ROR gamma transcriptional activity; Drosophila S2 Gal4-VP16 UAS-luciferase, luminescence, 20 h; Potency, µM (titrated, usually from 53.6 µM), without a hit: at the top dose activity, negative = inhibition, actives largely listed as inhibitors; 310,000 compounds, 3.5% hits; AID 2546, 2010;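 also: Gal4-VP16 expression switched on by copper sulfate through the metallothionein promoter; potency is read from the fitted curve at half-maximal effect; % is scaled to controls: 0 for no effect and ±100 for the full control effect; nearly all actives have a fitted effect of over 50% in size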
BRCA1 expr up: qHTS Assay to Identify Small Molecule Activators of BRCA1 Expression | Potency, µM (series often up to 46.1 µM), for inactives: at the highest dose activation, hits mostly activators | 380,000 compounds, 1.1% hits | MCF7-BRCA1-FFLuc reporter, luminescence, 48 h; response scale: scaled: vehicle 0%, 10 µM genistein 100%; also: potency is read from the fitted curve at half-maximal effect; nearly all actives have a fitted effect of over 80% in size; some results filed as inactive show a strong effect at the top dose
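Luminescence from a BRCA1-driven firefly luciferase in MCF7 cells was the read-out, taken 15 min after substrate addition following 48 h compound exposure at 37 °C. Data were normalized to a 10 microM genistein control and DMSO vehicle.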
PKM2 act: qHTS Assay for Activators of Human Muscle isoform 2 Pyruvate Kinase. purified PKM2, Kinase-Glo ATP luminescence, activation; response scale: 0% is enzyme alone, no compound. Potency, µM (doses to about 57.5 µM), for inactives: at the highest dose activation, most hits filed as activators. 260,000 compounds, 0.34% hits; also: potency is read from the fitted curve at half-maximal effect; % is scaled to controls: 0 for no effect and ±100 for the full control effect; nearly all actives have a fitted effect of over 55% in size
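hPK-M2, >95% pure; 0.1 mM ADP / 0.5 mM PEP final; imidazole pH7.2 buffer w/ 7 mM MgCl2, 50 mM KCl; 1 h RT; Kinase-Glo lum. Intermediate enzyme activity for dual inhibitor/activator qHTS.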
NPC1 promoter act: qHTS Assay for NPC1 Promoter Activators; Huh7 NPC1 promoter luciferase reporter, 24 h; Potency, µM (top dose mostly 9.22 µM), for inactives: at the highest dose activation, usual class: activators; AID 485313, 2010; 320,000 compounds, 2.4% hits;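 also: potency is read from the fitted curve at half-maximal effect; % of control where 0% means no effect; nearly all actives have a fitted effect of over 60% in size; reporter is driven by a mutant NPC1 promoter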
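In 1536-well qHTS, Huh7 cells harboring an NPC1 promoter–luciferase construct received compound for 24 h; activation was quantified by luminescence following luciferase reagent addition.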
Menin MLL FP TR: qHTS Assay for Inhibitors Targeting the Menin-MLL Interaction in MLL Related Leukemias: Competition With Texas Red Labeled MLL-derived Mutant Peptide. O00255. Menin + Texas Red MLL mutant peptide, fluorescence polarization. Potency, µM (top dose mostly 61.6 µM), for inactives: at the highest dose FP activity change, negative = inhibition, actives largely listed as inhibitors. 270,000 compounds, 0.23% hits; active = well fitted inhibition curve with a large enough effect in the polarisation, with a control signal flat, not every such curve was filed as active; inconclusive = small, poorly fitted or top-dose-only effect, or effect the other way, or a change in a side signal; inactive = no such curve, though single readings can be large or run the other way; the % refers to the polarisation; also: potency is read from the fitted curve at half-maximal effect; % of control where 0% means no effect; many of its hits are not listed in these tables
Target sequence (O00255 whole entry, looked up): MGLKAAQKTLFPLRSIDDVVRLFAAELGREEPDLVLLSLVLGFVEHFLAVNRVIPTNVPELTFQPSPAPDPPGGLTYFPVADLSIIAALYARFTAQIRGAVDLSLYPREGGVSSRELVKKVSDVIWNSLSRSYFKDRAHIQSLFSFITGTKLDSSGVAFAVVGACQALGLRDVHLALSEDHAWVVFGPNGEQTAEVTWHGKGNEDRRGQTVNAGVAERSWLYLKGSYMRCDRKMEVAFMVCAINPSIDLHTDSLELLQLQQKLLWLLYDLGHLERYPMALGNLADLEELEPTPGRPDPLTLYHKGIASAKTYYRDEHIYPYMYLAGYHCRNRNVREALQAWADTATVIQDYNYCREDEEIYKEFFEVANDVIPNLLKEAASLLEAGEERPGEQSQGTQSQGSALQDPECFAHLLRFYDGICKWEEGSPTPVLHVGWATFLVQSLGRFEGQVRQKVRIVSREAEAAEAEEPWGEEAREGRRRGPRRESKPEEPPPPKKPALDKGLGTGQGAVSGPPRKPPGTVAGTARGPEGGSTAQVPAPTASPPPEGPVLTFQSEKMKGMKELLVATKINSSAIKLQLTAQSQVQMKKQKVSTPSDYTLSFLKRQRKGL
p53 reactivator: qHTS assay for re-activators of p53 using a Luc reporter; AID 504706, 2011; Potency, µM (titrated, usually from 92.2 µM), inactives show top-dose activity change, positive = activation, most hits filed as activators; H1299 p53-A138V BP100-luciferase reporter, luminescence, 24 h; 320,000 compounds, 0.063% hits; also: potency is read from the fitted curve at half-maximal effect; % of control where 0% means no effect; nearly all actives have a fitted effect of over 45% in size
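p53-null H1299 cells stably carrying temperature-sensitive p53-A138V and a BP100-luciferase reporter were pinned with compounds (4-point, 1:5 series) and held 24 hrs at 37 deg C. Luminescence was read 10 min after detection reagent.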
ELG1 genotoxic: qHTS screen for small molecules that induce genotoxicity in human embryonic kidney (HEK293T) cells expressing luciferase-tagged ELG1. 330,000 compounds, 1.3% hits. Potency, µM (series often up to 46 µM), inactives show at the highest dose activity change, positive = activation, most hits filed as activators. HEK293T ELG1-luciferase reporter, luminescence, 16 h; also: potency is read from the fitted curve at half-maximal effect; % of control where 0% means no effect; nearly all actives have a fitted effect of over 60% in size
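16 hr compound incubation (37 °C, 5% CO2) of HEK293T cells carrying luciferase-tagged ELG1; luciferase then measured by ONE-Glo luminescence after 30 min at RT.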
Rab9 prom act: qHTS Assay for Rab9 Promoter Activators | Huh7 Rab9 promoter-luciferase reporter, luminescence, 24 h | Potency, µM (top dose mostly 9.22 µM), for inactives: top-dose activation, negative = inhibition, most hits filed as activators | 320,000 compounds, 2.8% hits; also: potency is read from the fitted curve at half-maximal effect; % of control where 0% means no effect; nearly all actives have a fitted effect of over 60% in size
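Huh7 cells stably carrying Rab9 promoter–luciferase reporter, plated 1500 cells/well, compound added after 2 h and incubated 24 h at 37 °C; luciferase luminescence then read after 10 min with detection reagent.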
FLuc counter: qHTS profiling assay for firefly luciferase inhibitor/activator using purifed enzyme and Km concentrations of substrates (counterscreen for miR-21 project); Luciferin 4-monooxygenase (Photinus pyralis), P08659; purified FLuc, Km substrates, luminescence inhibition; Potency, µM (doses to about 57.5 µM), for the others: at the highest dose activity change, negative = inhibition, most hits filed as inhibitors; 360,000 compounds, 6.9% hits; AID 588342, 2011;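 also: potency is read from the fitted curve at half-maximal effect; plate controls were vehicle for no effect and reference inhibitor for full effect; nearly all actives have a fitted effect of over 55% in size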
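Purified P. pyralis luciferase, 10 nM final, with Km-level 10 uM D-luciferin and 10 uM ATP in 50 mM Tris acetate pH 7.5, 10 mM Mg acetate, 0.01% Tween-20, 0.05% BSA; 6-point qHTS titration about 60 µM downward; luminescence read.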
* marks the source's active call; other numbers are inactive results; ? = inconclusive; / = no result given; [ ] = remark or other dose. Unless noted, calls follow the shape of the dose curve; as a rule, active = well fitted curve in the direction sought with a large enough effect; inconclusive = small, poorly fitted or top-dose-only effect, or another doubt; inactive = no such curve, though single readings can be large; an effect the other way counts as inactive or inconclusive.

SMILES	RORgamma inh	Giardia kill	Gal4-VP16 FLuc	BRCA1 expr up	PKM2 act	NPC1 promoter act	Menin MLL FP TR	p53 reactivator	ELG1 genotoxic	Rab9 prom act	FLuc counter
COc1ccc(C2C(C#N)=C(N)Oc3n[nH]c(C)c32)cc1Cn1nnc2ccccc21 (stereo not drawn)	-6%	-9	5%	-2%	20%	0%	-3%	-1%	7%	8%	1%
CCC(=NCc1ccccc1)C1=C(O)C(C(=O)OC)C(C)(C)CC1=O (stereo not drawn)	0%	13	-1%	-12%	-3%	-2%	-10%	0%	1%	6%	5%
COc1cc(F)c(C2=CC(=O)CC(C)(C)C2)cc1F	/	-15	/	25%	/	-3%	/	?	4%	0%	-3%
Cn1c(C2=C(O)CN(Cc3ccccc3)C2=N)[n+](C)c2ccccc21	19%	14	-8%[10 µM]	4%	-6%	1%	-10%	2%	-6%	-3%	2%
O=C(NC12CC3CC(CC(C3)C1)C2)c1cc(F)c(F)c(F)c1F	33%	-6	3%	-17%	/	0%	7%	7%	0%	-8%	-4%
COc1ccc(NC(=O)CSc2nccn2C)cc1S(N)(=O)=O	10%	-4	-5%	17%	7%	-4%	-9%	4%	4%	-6%	0%
Cc1c(Cl)cccc1NC(=O)CNC(=O)c1ccccc1F	2%	-18	-12%	13%	-2%	-1%	-4%	1%	14%	0%	3%
Cc1cccc(NC(=S)NC(=O)c2ccc(-c3ccccc3)cc2)n1	4µM*	-29	?	69%	-3%	2.8µM*	?	?	?	2.2µM*	11µM*
CCOC(=O)CSc1nc(N2CCOCC2)c2c(c1C#N)CC(C(C)C)OC2 (stereo not drawn)	27%	7	-2%	-9%	/	-1%	?	5%	-3%	5%	2%
COc1nc(NC(=O)c2ccc(F)cc2)nc(OC)c1-c1ccccc1	14%	5	5%	-13%	0%	2%	12%	-1%	-9%	0%	-5%
CC(=O)Nc1ccc(S(=O)(=O)Oc2ccccc2N2CCCCC2)cc1	?	17	?	-33%	11%	-4%	/	-5%	-5%	0%	-1%
Cc1cc(=O)nc2c3ccccc3n(C(C)C(=O)Nc3c(F)c(F)c(F)c(F)c3F)n12 (stereo not drawn)	-9%	15	0%	-9%	-2%	-8%	24%	0%	0%	-5%	-2%
C/C(=N\NC(=O)c1cc(Cl)ccc1O)c1ccc(Br)s1	6.3µM*	-17	2.5µM*	86%	2%	4µM*	10%	?	10%	3.5µM*	6.7µM*
O=C(O)c1cc(N/N=C/c2cccnc2)ccc1Cl	-16%	-13	-1%	42%	-2%	26%	/	-6%	5%	24%	19µM*
CC(=O)Nc1ccc(C(=O)Nc2cccc(S(=O)(=O)N(C)c3ccccc3)c2)cc1	/	10	/	-15%	/	-3%	/	-18%	-2%	-3%	-16%
CC1CCCN(C(=O)C2CCC(CNc3c(N4CCCCC4)c(=O)c3=O)CC2)C1 (stereo not drawn)	3%	8	3%	2%	-4%	2%	/	-2%	1%	-10%	0%
COc1cc(C(C)=O)ccc1OCC(=O)NCC1(N2CCCCC2)CCCCC1	23%	38[activator]	-4%[10 µM]	7%	-5%	-5%	11%	-2%	1%	-3%	4%
CCOC(=O)Cc1c(C)nc2c(-c3ccccc3)c[nH]n2c1=O	7.9µM*	-13	-7%[0.365 µM]	-35%	-8%	6%	7%	-12%	-16%	-2%	-6%
COC(=O)C(COC(=O)c1c(F)cccc1F)NC(=O)c1c(F)cccc1F (stereo not drawn)	-30%	-1	-15%	-16%	/	0%	-10%	-12%	-3%	-6%	6%
Cc1cccc(NC(=O)COC(=O)Cc2cccs2)c1C	/	-6	/	16%	/	-1%	/	8%	0%	0%	-14%
COCc1nnc(NC(=O)c2ccc(NC(=O)C(C)C)cc2)s1	36%	?	10%	22%	2%	-2%	5%	16%	3%	3%	-11%
Brc1ccc(-c2ccc(/C=N/Nc3nncc(-c4ccccc4)n3)o2)cc1	0.89µM*	7	1.3µM*	-6%	10%	2%	4%	-1%	-1%	-1%	-11%
CCCc1cc(=O)oc2c(CN3CCCC3)c(O)c(Cl)cc12	-22%[10 µM]	8	2%	3%	-2%	0%	-3%	-3%	1%	0%	-1%
CCOc1ccc(Br)cc1CN(CC)CC	-1%	-7	-10%	-3%	6%	0%	/	-2%	-7%	-9%	-2%
CNC(=S)N1CCN(c2nc3ccccc3s2)CC1	25%	-4	-20%	7.1µM*	-1%	?	1%	7%	17%	?	17µM*
O=C(O)c1ccccc1-c1nc(-c2ccccc2)c(-c2ccccc2)[nH]1	27%	-24	4%	-18%	2%	-4%	30%	-1%	-1%	-10%	-14%
Cc1ccc(CS(=O)(=O)Cc2ccc(C(=O)NC3CC3)o2)cc1	-14%	5	-1%	21%	/	-3%	/	-5%	-7%	-10%	1%
CC(C)(C)C(=O)N1CCN(c2ccc([N+](=O)[O-])c(NCc3cccnc3)c2)CC1	16%	6	2%	-7%	-2%	-4%	-9%	7%	-8%	-6%	3%
Cc1ccc(C)c(NC(=O)C(Sc2cccc[n+]2[O-])c2ccccc2)c1 (stereo not drawn)	39%	0	-16%	-36%	/	-3%	3%	-4%	0%	4%	-4%
CN(C)C(=O)CSc1nnc([C@H](Cc2ccccc2)NC(=O)OC(C)(C)C)o1	13%	-8	-3%	1%	-2%	3%	/	-3%	-2%	4%	2%
COc1cc(O)c(CCC(=O)c2ccc(OC)c(OC)c2)c(OC)c1	23%	10	-8%	-18%	5%[11.5 µM]	4%	2%	-33%[inhibitor]	-4%	-5%	-4%
CCn1nc(C(=O)OC(C(=O)c2c[nH]c3ccccc23)c2ccccc2)c2ccccc2c1=O (stereo not drawn)	24%	13	-3%	-28%	0%	-2%	/	-5%	1%	0%	2%
CCC(C)NC(=O)CSc1nc2n[nH]c(C)c2c(=N)n1-c1ccc(OC)cc1 (stereo not drawn)	21%	-9	?	-23%	-12%	-1%	?	20%	-5%	-5%	-2%
CC(=O)c1c(C)n(CC(=O)NCc2ccco2)c2ccccc12	30%	6	-4%	0%	3%	-4%	15%	-2%	-8%	-10%	-3%
CN1CC(=O)N(CC(=O)NCc2ccc3c(c2)OCO3)C1=O	-1%	9	-6%	11%	-1%	0%	1%	2%	5%	-5%	1%
CCOC(=O)C1CCCN(CC(=O)Nc2nccs2)C1 (stereo not drawn)	-6%	11	4%	-4%	1%[11.5 µM]	-4%	-16%	/	0%	1%	0%
CC(C(=O)N1CCN(c2ccc(Cl)cc2)CC1)c1ncc(C(F)(F)F)cc1Cl (stereo not drawn)	?	0	-5%	-69%	10%	1%	?	2%	-9%	-4%	3%
Cc1nnc(SCC(=O)N2CCCC(C(=O)c3ccc(Cl)cc3)C2)o1 (stereo not drawn)	30%	15	-10%	23%	1%	-5%	-13%	-3%	-3%	-1%	9%
O=C(CCC(=O)N(CC(=O)NC1CCCC1)Cc1ccc(F)cc1)Nc1nccs1	29%	2	4%	-10%	0%	-10%	-6%	0%	-8%	-2%	3%
COc1ccc(CNC(=O)C2CCCN(S(=O)(=O)c3ccccc3)C2)cc1 (stereo not drawn)	/	0	/	0%	2%	1%	1%	/	-1%	2%	1%
O=C(CSc1cccc2cccnc12)N/N=C/c1ccc(O)cc1	0%	24	4%	-16%	4%	-6%	/	-3%	-2%	-3%	-14%
CC(=O)c1ccc(NC(=O)C2CCN(S(=O)(=O)c3cccc4cccnc34)CC2)cc1	-13%	-15	2%	2%	1%	1%	4%	-13%	0%	-3%	-1%

Part of the list above, as comma-separated lines:
compound,RORgamma inh,Giardia kill,Gal4-VP16 FLuc,BRCA1 expr up,PKM2 act,NPC1 promoter act,Menin MLL FP TR,p53 reactivator,ELG1 genotoxic,Rab9 prom act,FLuc counter
CCCc1cc(=O)oc2c(CN3CCCC3)c(O)c(Cl)cc12,-22%[10 µM],8,2%,3%,-2%,0%,-3%,-3%,1%,0%,-1%
CCOc1ccc(Br)cc1CN(CC)CC,-1%,-7,-10%,-3%,6%,0%,/,-2%,-7%,-9%,-2%

These rows are one share of the data; count on the stated rates, not on these rows.
